# TEAD-YAP inh – TEAD-YAP interaction inhibition; inhibition, % at 9.12 µM; AID 1259422; HEK-TIYL cells, TEAD-Gal4/YAP UAS-luciferase luminescence; hit rate 1.4% among 640,000; in the data active = inhibition above about 32%;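 also: 0% = median of test compound wells and 100% = reference inhibitor wells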
# FBW7 act – human FBW7 E3 ligase activation, primary screen; Q969H0; AlphaScreen FBW7–phospho-cyclin E peptide binding, activator screen; normalized activity (activation), % at 26.1 µM; hit rate 0.13% among 650,000; AID 1259310; in the data active = normalized activity above about 1.9%;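 also: purified mutant Fbw7 with reduced substrate affinity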
# Target sequence (Q969H0 whole entry, looked up): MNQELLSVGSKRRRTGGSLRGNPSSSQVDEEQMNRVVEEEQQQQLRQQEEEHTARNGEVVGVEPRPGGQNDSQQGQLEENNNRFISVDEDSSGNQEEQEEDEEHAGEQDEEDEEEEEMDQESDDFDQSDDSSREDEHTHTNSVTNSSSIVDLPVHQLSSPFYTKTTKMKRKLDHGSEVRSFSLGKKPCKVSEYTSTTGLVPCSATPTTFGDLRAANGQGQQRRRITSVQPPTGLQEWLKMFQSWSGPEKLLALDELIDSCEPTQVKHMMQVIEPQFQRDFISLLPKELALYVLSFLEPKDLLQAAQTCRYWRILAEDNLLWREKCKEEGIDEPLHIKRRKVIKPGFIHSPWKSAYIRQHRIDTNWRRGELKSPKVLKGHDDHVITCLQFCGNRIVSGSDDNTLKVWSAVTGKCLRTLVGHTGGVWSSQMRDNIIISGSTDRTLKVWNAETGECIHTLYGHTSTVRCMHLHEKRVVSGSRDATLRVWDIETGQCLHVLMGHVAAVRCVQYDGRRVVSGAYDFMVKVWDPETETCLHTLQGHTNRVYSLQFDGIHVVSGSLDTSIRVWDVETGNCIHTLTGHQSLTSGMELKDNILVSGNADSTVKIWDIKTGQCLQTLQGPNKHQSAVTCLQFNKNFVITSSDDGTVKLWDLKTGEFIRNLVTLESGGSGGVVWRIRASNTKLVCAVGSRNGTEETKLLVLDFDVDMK
# MITF primary – inhibitors of human MITF | AID 1259374 | hit rate 0.91% among 650,000 | O75030 | AlphaScreen MITF homodimerization, bead proximity signal | inhibition, % at 2.6 µM; in the data active = inhibition above about 50%;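 also: 0% = vehicle wells with protein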
# GPR151 ag – human GPR151 activation; Q8TDV0; PathHunter beta-arrestin GPR151 cells, luminescence; activation, % at 11.2 µM; hit rate 1% among 650,000; AID 1508602; in the data active = activation above about 4.9%;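 also: 0% = median of compound wells and 100% = cells with positive control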
# Target sequence (Q8TDV0 whole entry, looked up): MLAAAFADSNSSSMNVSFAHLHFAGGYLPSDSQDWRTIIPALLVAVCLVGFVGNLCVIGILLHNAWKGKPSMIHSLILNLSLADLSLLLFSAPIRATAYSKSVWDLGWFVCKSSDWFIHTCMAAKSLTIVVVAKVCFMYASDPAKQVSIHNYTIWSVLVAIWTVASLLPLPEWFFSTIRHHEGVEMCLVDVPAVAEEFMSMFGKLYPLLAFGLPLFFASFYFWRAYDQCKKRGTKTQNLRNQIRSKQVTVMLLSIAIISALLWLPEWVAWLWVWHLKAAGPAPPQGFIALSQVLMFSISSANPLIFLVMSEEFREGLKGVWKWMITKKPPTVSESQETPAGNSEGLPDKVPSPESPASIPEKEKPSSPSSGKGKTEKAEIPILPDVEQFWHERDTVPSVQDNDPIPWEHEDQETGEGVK
# * marks the source's active call; other numbers are inactive results.
# Results follow in this order: TEAD-YAP inh	FBW7 act	MITF primary	GPR151 ag
- CS(=O)(=O)c1ccc2nc(NC(=O)c3nc(S(C)(=O)=O)ncc3Cl)sc2c1
  9.7	0.5	8.2	-2.1
- COc1ccccc1-n1nc(C(=O)N2CCN(c3ccccc3)CC2)c2ccccc2c1=O
  0.5	0.1	4.8	-0.9
- COc1cccc(NS(=O)(=O)c2cc3[nH]c(=O)c(=O)[nH]c3cc2C)c1
  1.6	0.1	-0.1	-1.4
- CC1=C([N+](=O)[O-])C(c2ccccc2C(F)(F)F)N(C)C(=O)N1C (configuration not stated)
  -4.6	0.3	-0.6	1.8
- O=C(c1cc(F)c(F)cc1Cl)N1CCN(S(=O)(=O)c2cccs2)CC1
  9.0	0.1	12.7	-1.3
- CCc1ccccc1NC(=O)C1CCCCC1C(=O)O (configuration not stated)
  7.0	0.3	4.0	-0.6
- Cc1[nH]c(=O)[nH]c(=O)c1NC(=O)CSc1nc(C(C)C)nc2sc(C)c(C)c12
  -20.1	-0.6	8.8	-1.9
- COc1ccc2[nH]cc(S(=O)(=O)c3ccc(C)cc3)c(=O)c2c1
  6.1	0.4	3.9	-0.9
- Cc1cccn2c(=O)c3cc(C(=O)NCCc4ccccc4)sc3nc12
  -6.0	-0.1	-3.6	0.2
- COc1cc(C2C(C#N)=C(N)N(c3ccc(Br)cc3)C3=C2C(=O)CC(C)(C)C3)cc(OC)c1OC (configuration not stated)
  41.1*	0.2	3.1	1.0
- CCCOC(=O)COc1ccc2c3c(c(=O)oc2c1)CCC3
  -1.8	1.0	1.7	-0.7
- CCC(C)OC(=O)C1=C(C)NC(=O)CC1c1ccc(Br)cc1 (configuration not stated)
  1.7	-0.1	8.6	-0.4
- O=C(O)CC1S/C(=N/N=C2\CSC(=O)N2)NC1=O (configuration not stated)
  9.1	-0.5	92.0*	0.1
- CCN(CC)c1nc(Nc2ccc3c(c2)OCO3)nc(N2CCN(Cc3ccc4c(c3)OCO4)CC2)n1
  -2.1	0.0	-7.1	-1.5
- CCCN1C(=O)/C(=C/c2nc3ccc(I)cc3c(=O)n2-c2ccc(C)cc2)c2ccccc21
  7.1	-0.1	4.1	0.7
- COCCCNC(=O)c1cccc(NS(=O)(=O)c2ccc(Cl)cc2)c1
  -5.5	0.4	11.5	-1.7
- Cc1ccc2nc(-c3ccc(NC(=O)c4ccc(Br)o4)cc3)sc2c1
  -37.0	0.0	9.9	1.7
- Cc1noc(NS(=O)(=O)c2ccc(NC(=O)Nc3ccc(F)cc3F)cc2)c1C
  -1.1	0.0	-4.9	-2.6
- Cc1cc(OCC(O)CN2CCN(c3ccccc3)CC2)ccc1Cl (configuration not stated)
  5.9	-0.3	1.7	1.3
- CC1CCCC(C)N1CCCNC(=O)c1nc(-c2cccnc2)no1 (configuration not stated)
  0.6	-0.1	-6.7	-1.0

# An excerpt from above, limited to GPR151 ag:
SMILES	GPR151 ag
CCC(C)OC(=O)C1=C(C)NC(=O)CC1c1ccc(Br)cc1 (configuration not stated)	-0.4
O=C(O)CC1S/C(=N/N=C2\CSC(=O)N2)NC1=O (configuration not stated)	0.1
CCN(CC)c1nc(Nc2ccc3c(c2)OCO3)nc(N2CCN(Cc3ccc4c(c3)OCO4)CC2)n1	-1.5
CCCN1C(=O)/C(=C/c2nc3ccc(I)cc3c(=O)n2-c2ccc(C)cc2)c2ccccc21	0.7

# (next part)
# Results follow in this order: TEAD-YAP inh	FBW7 act	MITF primary	GPR151 ag
- C#CCN1C(=O)C(O)(CC(=O)c2ccc(F)cc2)c2ccccc21 (configuration not stated)
  2.7	0.0	6.1	1.6
- Cn1c(=O)[nH]c(=O)c2c1nc(N/N=C/c1cccc([N+](=O)[O-])c1)n2Cc1ccccc1
  4.2	-0.1	-12.6	0.5
- Nc1ccc(C(=O)OCC(=O)c2cccc([N+](=O)[O-])c2)cc1[N+](=O)[O-]
  -6.2	-0.2	12.3	0.9
- COc1ccc2cc(C)c3nn(CC(=O)N4CCCC4)c(=O)n3c2c1
  -7.6	-0.1	-4.5	-0.4
- N#CCN1CCC(c2cc(-c3cccc(C(F)(F)F)c3)n[nH]2)CC1
  -1.2	-0.1	-1.2	1.2
- CCN1C(C(=O)c2ccccc2)=C(NCCc2ccc(OC)c(OC)c2)c2ccccc2S1(=O)=O
  -5.0	0.1	-15.4	-0.8
- Cn1cc(Br)c(C(=O)OCC(=O)Nc2cc(C(F)(F)F)ccc2Cl)n1
  -1.1	0.0	7.5	0.1
- NC(=O)c1ccccc1NC(=S)NC(=O)/C=C/c1ccco1
  41.2*	-0.1	53.8*	0.8
- O=C(N/N=C/c1cc2c(cc1[N+](=O)[O-])OCO2)c1cc2ccccc2cc1O
  12.8	-0.1	16.1	-1.0
- c1ccc(Nc2nc(-c3ccccc3)nc3ccccc23)cc1
  4.0	1.0	2.6	2.0
- Cc1noc(C)c1S(=O)(=O)Nc1ccc(C(C)C)cc1
  -4.7	-0.1	-15.1	-0.4
- COc1ccc(C)cc1NC(=O)NCCc1ccc(OC)c(OC)c1
  -2.8	-0.2	-13.7	0.7
- Cc1ccc2c(c1)C1(SCC(=O)N1c1cccc(F)c1)C(=O)N2 (configuration not stated)
  3.1	0.2	7.1	-2.2
- COc1ccc(NC(=O)COc2ccccc2OC)cc1OC
  11.4	0.1	14.8	1.1
- O=C(c1ccc(N2CCN(C(=O)c3ccc(Br)cc3)CC2)cc1)c1cccc(F)c1
  -16.7	0.1	4.7	2.3
- Oc1ccc(N=Cc2sc3ccccc3c2O)cc1
  20.1	-0.5	6.8	2.2
- Cc1ncc(CN2CCCC(C(=O)Nc3cccc(-n4cccn4)c3)C2)cn1 (configuration not stated)
  5.8	-0.1	-9.1	0.2
- CN1CCN(CC(=O)Nc2ccccc2)CC1
  -1.7	0.8	-8.6	-1.1
- CC(=O)Nc1ccc(S(=O)(=O)Nc2cc([N+](=O)[O-])ccc2C)cc1
  -6.8	-0.1	2.2	-0.3
- c1ccc(Nc2nc(NCc3ccc4c(c3)OCO4)nc3c2ncn3-c2ccsc2)cc1
  -59.3	-0.1	9.1	1.3

# The final 2 records of the part above are carried over, then new ones follow:
# Results follow in this order: TEAD-YAP inh	FBW7 act	MITF primary	GPR151 ag
- CC(=O)Nc1ccc(S(=O)(=O)Nc2cc([N+](=O)[O-])ccc2C)cc1
  -6.8	-0.1	2.2	-0.3
- c1ccc(Nc2nc(NCc3ccc4c(c3)OCO4)nc3c2ncn3-c2ccsc2)cc1
  -59.3	-0.1	9.1	1.3
- Cc1ccc(-c2ccc(/C=C(\C#N)C(=O)N3CCOCC3)o2)cc1
  -32.2	-0.1	-4.2	-1.3
- Cc1ccc(N2CC(NC(=O)NCc3ccc4[nH]c(C)cc4c3)CC2=O)cc1 (configuration not stated)
  1.1	-0.1	5.6	2.5
- O=C(Nc1ccc(I)cc1)c1ccc([N+](=O)[O-])o1
  1.4	-0.2	6.2	-1.5
- COc1cccc(NS(=O)(=O)c2cc3c(cc2Cl)NC(=O)CO3)c1
  0.0	0.1	-0.4	-0.1
- O=C1CC(NCc2ccc3c(c2)OCO3)C(=O)N1CC(c1ccccc1)c1ccccc1 (configuration not stated)
  0.7	0.1	8.9	2.1
- CC(NC(=O)c1ccco1)C(c1cccs1)N1CCN(C)CC1 (configuration not stated)
  1.8	0.0	2.1	0.0
- O=C(CNc1ccc(Br)cc1)N/N=C/c1cc(Br)ccc1O
  28.2	0.1	19.5	1.4
- COc1ccc(C(O)C(C)c2nc3ccccc3n2C)cc1 (configuration not stated)
  5.1	-0.3	-5.5	6.3*
- CCCCC(=O)N1c2ccccc2NC2=C(C(=O)CCC2)C1c1ccc(N(CC)CC)cc1 (configuration not stated)
  -51.8	0.0	-0.1	0.5
- CCS(=O)(=O)N1CCCc2cc(NC(=O)C(C)C)ccc21
  1.2	0.1	14.4	0.3
- O=C1N=c2ccccc2=C1c1sc(Nc2cccc(C(F)(F)F)c2)nc1O
  13.1	-0.5	-7.1	0.6
- O=C1O[C@H]2C[C@@H]3C[C@H]2[C@H]1[C@@H]3C(=O)N(Cc1ccccc1)Cc1ccccc1
  9.4	0.3	6.9	2.0
- O=C(Nc1cc(F)ccc1F)c1ccc(S(=O)(=O)N(Cc2ccco2)C2CC2)o1
  7.8	0.0	6.5	-0.4
- CC(=O)Nc1nnc(SCC(=O)Nc2ccc3c(c2)OCO3)s1
  6.5	0.2	-6.8	-0.2
- O=C(NC(=S)Nc1ccc2c(c1)C(=O)OC2)c1cccnc1
  -6.1	-0.1	1.5	0.5
- COc1cc(Nc2cc(Nc3cccc(N(C)C)c3)ncn2)cc(OC)c1OC
  39.5*	-0.1	9.2	0.6
- CC(C)COc1ccc(S(=O)(=O)NCCN2CCOC(c3ccccc3)C2)cc1 (configuration not stated)
  -3.3	0.0	-3.1	0.0
- CC(NC(=S)Nc1ccc2c(c1)OCO2)c1ccncc1 (configuration not stated)
  2.9	-0.1	0.6	0.9
- CCOc1ccc(OCCCC(=O)Nc2nc3ccccc3[nH]2)cc1
  -7.9	-0.2	-1.1	0.5
- Cc1ccc(N(CC(=O)Nc2cc(Cl)ccc2C)S(C)(=O)=O)cc1
  6.6	-0.1	10.2	0.0

# Other records follow.
# Results follow in this order: TEAD-YAP inh	FBW7 act	MITF primary	GPR151 ag
- CCOC(=O)C1=C(C)NC2=C(C(=O)C(C(=O)OCC)C(c3cccc(OC)c3)C2)C1c1ccc(C)cc1 (configuration not stated)
  -6.1	0.0	-1.0	0.1
- COc1cc(NC(=O)c2ccc(C#N)cc2F)ccc1NC(=O)C(C)C
  -2.9	-0.3	-3.3	-0.9
- Nc1nnnn1/N=C/c1ccc(-c2ccc3c(c2)COC3=O)o1
  4.5	0.0	-17.3	-0.5
- COc1ccc(CNC(=O)COc2ccc(Br)cc2Cl)cc1
  -7.7	0.0	-1.4	0.4
- COc1cc(OC)cc(C(=O)Nc2ccc(Cl)c(-c3nc4ccc(C)cc4o3)c2)c1
  -4.7	-0.2	5.5	-0.3
- O=C(CSc1nnc2c(n1)[nH]c1ccccc12)NCCO
  -0.8	-0.2	-12.0	2.4
- CCCOc1ccc(C2C3=C(CC(C)(C)CC3=O)N(CC(=O)O)C3=C2C(=O)CC(C)(C)C3)cc1OCC
  -2.7	0.1	2.2	3.6
- COc1ccc(NC(=O)c2cc3nc(C)ccc3o2)cc1
  0.7	0.1	-1.2	-3.5
- CCCc1ccc(OCC(=O)Nc2ccc(C)c([N+](=O)[O-])c2)cc1
  8.5	0.2	5.8	0.3
- CC(C)CN1C(=O)c2cccc3cccc(c23)C1=O
  3.3	0.5	12.8	-0.7
- COCC(=O)NC(CC(C)C)c1nnc2n1CCN(Cc1cc(C)c(C)cc1C)CC2 (configuration not stated)
  8.8	0.0	5.8	2.2
- CC[C@H](C)[C@@H]1NC(=O)[C@@H]2C[C@H](NC(=O)c3ccc(C)c(F)c3)CN2C1=O
  6.5	0.1	10.0	-0.6
- O=c1c2ccccc2nc(-c2ccccc2F)n1Cc1ccccc1F
  -5.2	0.0	-2.7	0.5
- O=C(Cc1ccccc1)NCC1CCC2(CCN(Cc3cccnc3)CC2)O1 (configuration not stated)
  3.5	0.3	6.3	0.4
- CCOc1ccccc1NC(=O)c1ccc(F)c(S(=O)(=O)N(CC)c2cccc(C)c2)c1
  3.2	0.2	7.6	-0.4
- CCC(C)NC(=O)Cn1c(=O)n(-c2cc(OC)c(OC)c(OC)c2)c(=O)c2ccccc21 (configuration not stated)
  -2.0	-0.1	-13.2	0.0
- O=c1c2ccc(Cl)cc2[nH]c(=S)n1Cc1ccccn1
  -25.8	0.0	0.5	1.8
- CCCCN(C(C)=O)c1ccc(C(O)(C(=O)OC)C(F)(F)F)cc1 (configuration not stated)
  6.6	0.0	-4.8	0.3
- COc1ccc(OCC(=O)c2ccc(OCC3OC(OC(C)=O)C(OC(C)=O)C(OC(C)=O)C3OC(C)=O)cc2O)cc1 (configuration not stated)
  0.8	-0.1	-14.7	0.6
- CCOCCOC(=O)C1=C(C)NC2=C(C(=O)CC(c3cccs3)C2)C1c1cc(Br)ccc1F (configuration not stated)
  23.4	0.5	17.3	-0.3

# (cont.)
# Results follow in this order: TEAD-YAP inh	FBW7 act	MITF primary	GPR151 ag
- O=C(Cc1c(O)c2ccccc2[nH]c1=O)Nc1cccc(F)c1
  1.4	0.0	-9.3	1.8
- COc1ccccc1OCC(=O)NC1CCCCCC1
  -52.9	0.2	-21.2	-0.2
- Cc1[nH]c2ccccc2c1C(C#N)(C#N)C1C(=O)c2ccccc2C1=O
  2.4	-0.6	32.2	0.2
- COc1ccc(-c2nc(NCCc3ccc(O)cc3)c3ncn(C(C)C)c3n2)cc1
  61.4*	0.3	18.1	-1.1
- O=C(NCCSc1ccccc1)c1ccccc1
  -14.3	0.1	-0.2	-1.7
- COc1ccc(Nc2nc(-c3cc4cccc(OC)c4oc3=O)cs2)cc1OC
  -8.0	0.1	16.8	0.0
- Cc1c(C(=O)N2CCC(C(N)=O)(N3CCCCC3)CC2)sc2ncn(CC(=O)Nc3cccc(C(F)(F)F)c3)c(=O)c12
  6.8	-0.1	7.1	-0.9
- CN1CCN(Cc2c(C(=O)N3CCOCC3)nc3ccccn23)CC1c1ccccc1 (configuration not stated)
  9.5	0.0	9.9	-0.1
- O=C(COC(=O)c1ccc2c(c1)S(=O)(=O)c1ccccc1C2=O)NC1CCCCC1
  0.6	-0.1	-9.0	1.4
- CCCCC1CCC(c2nn(CC(=O)O)c(=N)s2)CC1 (configuration not stated)
  10.3	0.0	10.4	-0.6
- COC(=O)C(C)Oc1cc2oc(=O)c3c(c2cc1Cl)CCCC3 (configuration not stated)
  -4.0	0.1	5.5	-2.2
- Cn1c(=O)c2[nH]c(-c3cccc([N+](=O)[O-])c3)c(O)c2n(C)c1=O
  21.6	0.1	15.0	-1.0
- CCOC(=O)c1ccc(NC(=O)C(CCS(C)(=O)=O)NC(C)=O)cc1 (configuration not stated)
  6.3	0.5	12.1	-1.5
- O=S(=O)(NCc1ccccn1)c1ccc(C2CCCCC2)cc1
  -3.9	-0.1	2.6	-0.3
